From PubChem
TRPM1 prom inh = reduces MITF-dependent TRPM1 promoter luciferase signal; AID 488899; inhibition, % at 12.5 µM; SK-MEL-5 TRPM1 promoter luciferase, 24 h; 330,000 compounds, 0.83% hits;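 active = mean inhibition across replicates of 60% or more, whatever share of single replicates reaches that level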; also: values of inactives mirror those of a sister screen read the other way
TWEAK-Fn14 inh = inhibitors of TWEAK-Fn14 interaction signaling | inhibition, % at 10 µM | TWEAK-stimulated Fn14 reporter cells, luciferase luminescence, 8 h | 360,000 compounds, 2% hits; in the data active = inhibition above about 50%
CF NFkB block = blocks PAF-induced NF-kB reporter in cystic fibrosis cells. 360,000 compounds, 0.86% hits. KKLEB NF-kB-GFP reporter, GFP fluorescence overnight. inhibition, % at 5 µM;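 active = at least 50% inhibition at 5 µM, scaled per plate between neutral and stimulator controls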;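 also: PAF is a Pseudomonas aeruginosa culture filtrate used as stimulus; plate controls were PAF-stimulated DMSO wells for no effect and unstimulated DMSO wells for full effect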
Shn3 inh set2 = Schnurri-3 reporter inhibition in Clone20 osteoblasts. Clone20 osteoblast Shn3 3'UTR firefly luciferase, 24 h. inhibition, % at 12.5 µM. 360,000 compounds, 0.52% hits;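 active = mean inhibition of at least 75% with every replicate also reaching 75%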;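 also: 0% = median of neutral control wells and 100% = pilot-screen positive control compound; some compounds past the cut are filed as inactive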
NR2E3 ag-1 = activates human photoreceptor nuclear receptor NR2E3; Q9Y5X4; GST-NR2E3/biotin-RetCOR TR-FRET, 1536-well; inhibition of corepressor binding, % at 4.78 µM; 320,000 compounds, 0.12% hits; AID 2300;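 active = percent inhibition above the cutoff of mean plus 3 SD of all tested compounds, set per screening campaign, cut at about 20% in these data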;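 also: 0% = DMSO wells and 100% = biotin wells as full block of FRET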
Target sequence (Q9Y5X4 whole entry, looked up): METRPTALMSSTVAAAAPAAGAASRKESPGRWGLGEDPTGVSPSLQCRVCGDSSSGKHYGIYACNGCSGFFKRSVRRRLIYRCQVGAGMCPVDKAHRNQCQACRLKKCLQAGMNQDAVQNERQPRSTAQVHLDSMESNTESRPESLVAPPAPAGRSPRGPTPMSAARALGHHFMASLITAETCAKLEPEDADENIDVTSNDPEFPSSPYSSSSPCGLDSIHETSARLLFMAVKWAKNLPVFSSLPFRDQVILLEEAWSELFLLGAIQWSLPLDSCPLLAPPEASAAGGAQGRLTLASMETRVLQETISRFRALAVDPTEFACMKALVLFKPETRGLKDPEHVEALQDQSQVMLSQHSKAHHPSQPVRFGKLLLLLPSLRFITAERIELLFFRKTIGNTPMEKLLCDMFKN
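Assay system: NR2E3–RetCOR corepressor complex. Quantity: 1.35 nM GST-NR2E3. Buffer or medium: pH 7.5 Tris-based buffer. Reagent: biotinylated RetCOR corepressor at 7 nM final. Schedule: 5 h at 4 °C. Detection: TR-FRET, emission read at 617 and 671 nm. Replicates: one well per compound, singlicate testing.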
C8 TRAIL sens = caspase-8 TRAIL sensitization. NB7+C8 cells + TRAIL, ATPlite viability luminescence. inhibition (viability loss, TRAIL sensitization), % at 10 µM. 360,000 compounds, 1% hits;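 active = compounds causing at least 50% loss of cell viability in the single-dose screen, relative to plate controls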
Peg3 promoter = Peg3 promoter activity inhibition; HeLa PEG-Prom luciferase reporter, luminescence, overnight; inhibition, % at 20 µM; 360,000 compounds, 1.7% hits; AID 588405;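 active = inhibition of at least 50% at 20 µM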
KKLEB cytotox = counter-screen for CF NF-kB inhibitors: cytotoxicity; KKLEB CF airway cells viability, ATPlite luminescence, overnight; hits give low values; cells stimulated with P. aeruginosa culture filtrate; activity change (cytotoxicity), % at 5 µM; 360,000 compounds, 0.36% hits; AID 602141;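 active = corrected activity change at or below -50% at 5 µM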
TROY signal inh = inhibitors of TROY-dependent NF-kB signaling; Q293 LMP1-TROYcd NF-kB luciferase reporter, 4 h; inhibition, % at 10 µM; 360,000 compounds, 0.98% hits;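 active = compounds whose plate-normalised and pattern-corrected inhibition of the luciferase reporter signal at the single screening dose is 50% or more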
NR2E3 ag-2 = activates human NR2E3 receptor | inhibition of corepressor binding, % at 3.98 µM | AID 602229 | CHO-S Gal4-NCOR/VP16-NR2E3 two-hybrid, luciferase | 360,000 compounds, 0.35% hits;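 active = inhibition above the mean of all tested compounds plus 3 SD, cut at about 70% in these data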;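 also: 0% = DMSO with NR2E3 transfected cells and 100% = cells lacking NR2E3 construct; higher means lower luciferase signal from less NR2E3 corepressor binding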
HIF-2a inh = inhibitors of HIF-2a | 360,000 compounds, 0.72% hits | 786-0 RCC cells HIF-2a reporter, luciferase luminescence, overnight | inhibition, % at 18.8 µM;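 active = inhibition of the luminescence signal of 40% or more relative to plate controls, in a single-dose primary screen at 18.75 µM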
* = called active by the depositor; nt = not tested or not shown.

Every second line gives: TRPM1 prom inh, TWEAK-Fn14 inh, CF NFkB block, Shn3 inh set2, NR2E3 ag-1, C8 TRAIL sens, Peg3 promoter, KKLEB cytotox, TROY signal inh, NR2E3 ag-2, HIF-2a inh
CN1C(=O)CC(N2CCN(c3ncccn3)CC2)C1=O (stereo not drawn)
  0, 5, 2, -15, 2, 1, -10, 9, -19, -2, 7
CCC(OC(=O)c1cccs1)C(=O)NC1CCCCC1 (stereo not drawn)
  5, -28, 0, 4, -3, -2, -8, -7, -23, 4, 2
CC1CCN(CC(=O)N2CCc3ccccc32)CC1
  -10, -9, 4, -15, 0, 3, -62, -2, -22, 13, -43
COc1ccccc1CN1CC(C(=O)N(C)Cc2[nH]c3ccccc3c2C)CCC1=O (stereo not drawn)
  4, -5, 12, 11, 0, -2, 2, -6, 4, -6, -21
CCN(C(=O)COC(=O)/C=C/c1ccc(OC)c(OC)c1)c1c(N)n(Cc2ccccc2)c(=O)[nH]c1=O
  7, 7, -12, -5, nt, 6, 12, 17, 3, -39, 9
O=C(CC(c1ccccc1)c1cc(Cl)ccc1O)N1CCCC1 (stereo not drawn)
  9, 1, 12, 13, 0, -6, 13, -8, 8, -20, 5
CN1C(C(=O)NCC2CC2)CC2Cn3c(nc4cc5ccccc5cc43)C21 (stereo not drawn)
  -8, -10, -13, -8, -2, 5, -2, 0, -6, -4, -30
O=C(COc1cccc2ccccc12)Nc1ccc(Cl)cc1C(=O)O
  10, -44, -32, -3, 1, 21, 24, 24, 46, 78*, -31
NC(Cc1ccc(Cl)cc1)c1csc(NC(=O)NCC2CCCCC2)n1 (stereo not drawn)
  nt, -2, 22, 84*, nt, 86*, 92*, -17, 4, 29, 61*
Cc1ccc(C)c(OCCC(=O)NCCc2ccc(S(N)(=O)=O)cc2)c1
  2, -1, 11, -8, 0, -23, 2, -6, -12, -2, 6
Cc1ccc(NC(=O)c2ccc([N+](=O)[O-])s2)cc1S(=O)(=O)N1CCOCC1
  92*, 22, 37, 5, nt, 38, 11, -16, 23, 1, 29
CCS(=O)(=O)N1CCN(c2cnn(-c3ccccc3)c(=O)c2Cl)CC1
  -5, -20, 7, 1, 1, 9, 11, -4, -11, -23, -11
O=C(COC(=O)CNC(=O)c1cccs1)Nc1ccc(C(F)(F)F)cc1[N+](=O)[O-]
  2, -3, -4, 8, -5, 2, 3, 6, -11, -6, 23
CC(C)c1ccc(Nc2n[nH]c(=S)s2)cc1
  nt, -21, 4, -46, nt, 16, -311, -7, -56, -125, -283
CCOC(=O)c1c(C)nc2sc(C(=O)Nc3ccc(OC)cc3)c(N)c2c1-c1ccc(OC)cc1
  34, 21, 22, 51, 1, -5, 13, -21, nt, -28, 12
CCNC(=O)C1(C)CCCN(C(=O)COCc2ccccc2)C1 (stereo not drawn)
  nt, -20, 1, 10, nt, 6, 6, 2, -2, -27, -1
O=C(Nc1nc(-c2ccccn2)cs1)c1cc(Cl)ccc1[N+](=O)[O-]
  79*, -96, -44, 97*, 0, 29, 47, -2, 16, -17, -49
Cc1ccc(C)c(Cc2c(C)nc3c(C(=O)N4CCOCC4)cnn3c2C)c1
  -3, 1, -33, 16, 3, -8, 8, 20, -14, -12, 3
O=C1CCCN1CC(O)CS(=O)(=O)Cc1ccc(Cl)cc1 (stereo not drawn)
  nt, 0, 6, 7, 2, -2, 5, 8, -3, -6, 16
CCCCn1c(N)c(N(CC(C)C)C(=O)COC(=O)C2(c3ccccc3)CC2)c(=O)[nH]c1=O
  2, -4, -11, 0, -2, -19, 9, -8, -7, -2, 10
O=C(N/N=C/c1ccncc1)NC1CCCCC1
  -3, -12, 1, -8, -1, 1, 3, 2, 13, 15, 12
COc1ccc2nc(NC(=O)CSc3nnc(C)n3N)sc2c1
  -26, 49, 17, nt, 1, 24, -90, -8, 19, -85, -104
CSc1nc(N)c2c(n1)N(C)C=NS2(=O)=O
  -2, 1, 6, -8, nt, -8, -4, 3, -31, -23, -6
COc1ccc(-n2c(COc3ccc(Cl)cc3Cl)n[nH]c2=S)cc1
  nt, -12, -42, -25, nt, 0, -7, 6, -4, -8, -8
O=S(=O)(NCC1CN(S(=O)(=O)c2ccc3c(c2)OCCO3)C1)c1c(F)cccc1F
  -7, -19, 25, 4, nt, -13, 6, -12, -13, -10, -3
O=C(Nc1ccc(Cl)cc1N1CCOCC1)C1CC1
  0, 13, 21, 8, 3, -25, 0, -1, 3, -2, 17
Cc1ccc(-n2nnnc2SCC(=O)c2cc(C)n(CC3CCCO3)c2C)cc1 (stereo not drawn)
  -48, -28, 8, -11, -1, -14, -40, -7, -20, -16, -28
COC(=O)c1ccccc1NC(=O)C(C)c1ccc([N+](=O)[O-])cc1 (stereo not drawn)
  4, 4, 2, 7, -1, 7, 20, -7, -19, -32, 11
CCC(C(=O)Nc1cc(F)ccc1F)n1nc(C)c2c(C)n(-c3ccc(C)cc3)nc2c1=O (stereo not drawn)
  20, 34, -5, 49, 3, 11, 37, -12, 43, 12, 24
O=C(CCc1ccccc1F)N1CCN(c2ccc(C(F)(F)F)cn2)CC1
  1, 3, -7, 4, 2, 3, 4, -6, 13, -1, 13
O=C(c1ccccc1)n1c(=S)nc2ccccn21
  11, 82*, -13, -43, 0, 84*, -1, -20, 60*, -160, -30
O=C(Nc1nc2c(F)cc(F)cc2s1)C1CC1
  nt, -14, -10, -28, -2, 13, -195, -6, -59, -63, -238
CN(Cc1ccccc1)C(=O)c1[nH]cnc1C(=O)NCC(=O)OCc1ccccc1
  8, -1, 8, 3, 2, -20, -2, -8, -3, -3, 2
COCn1cnc(-c2ccccc2)c1-c1ccccc1
  2, -8, 8, -5, -1, 5, 3, -3, -20, -15, 6
CCOC(=O)C1=C(C)NC(=S)NC1c1ccc(OCC(=O)N2CCCCCC2)c(OC)c1 (stereo not drawn)
  0, -11, -15, -12, 1, 12, 2, 1, 5, -14, 16
CCOC(=O)CCC(=O)N1CCOCCOCCOCC1
  -7, -8, -15, 5, -2, 5, 1, 10, -10, -11, 7
O=C(NCc1ccco1)c1nc2c(nnn2Cc2ccccc2Cl)c(=O)[nH]1
  72*, 85*, 90*, 11, 4, 5, 94*, -49, 85*, 7, 45*
Cc1cnc([N+](=O)[O-])n1CCOC(=O)NC(=O)c1ccccc1
  0, 2, -5, -8, 1, 2, 3, 9, 4, 4, 21
CC(=O)Nc1ccc(C(=O)OCC(=O)NC(=O)NCc2ccccc2)cc1
  nt, -12, 16, -2, nt, -10, -18, 2, -4, -7, 9
Cc1ccsc1/C=C(\C#N)C(=O)NCc1cccnc1
  -4, -6, 9, -7, 1, 0, 15, 0, -12, -13, -2

Reprinted from the part before: 2 entries; new compounds follow.
Every second line gives: TRPM1 prom inh, TWEAK-Fn14 inh, CF NFkB block, Shn3 inh set2, NR2E3 ag-1, C8 TRAIL sens, Peg3 promoter, KKLEB cytotox, TROY signal inh, NR2E3 ag-2, HIF-2a inh
CC(=O)Nc1ccc(C(=O)OCC(=O)NC(=O)NCc2ccccc2)cc1
  nt, -12, 16, -2, nt, -10, -18, 2, -4, -7, 9
Cc1ccsc1/C=C(\C#N)C(=O)NCc1cccnc1
  -4, -6, 9, -7, 1, 0, 15, 0, -12, -13, -2
CCn1c(=O)cc(SCC(=O)NCc2ccc3c(c2)OCO3)c2ccccc21
  -26, -1, -6, 5, -1, -7, 9, -25, -9, -1, 1
COC(=O)[C@H](Cc1ccccc1)NC(=O)N1CCN(c2ccccc2)CC1
  3, 5, 7, 0, -2, 3, 14, -1, 3, 2, 20
CCCC(=O)N(CCN(Cc1ccccc1)C(=O)CCC)Cc1ccccc1
  -11, -20, 3, 12, 1, -12, 19, 3, 10, -38, 4
O=C(CN(Cc1ccco1)C(=O)c1ccc(F)cc1)Nc1ccccc1Br
  11, -2, 7, -3, nt, -14, -9, -5, 0, -12, 2
OC(Cc1ccccc1Br)c1ncc(-c2cccc(C(F)(F)F)c2)[nH]1 (stereo not drawn)
  nt, -2, 18, 10, nt, 17, 41, -9, 19, 6, -8
COc1ccc(N(C(=O)C2CCCCC2)S(=O)(=O)c2cccc3cccnc23)cc1
  -3, -5, 23, 33, 1, 5, 17, -9, -9, -16, 19
O=C1CN(C(=O)CN2CCOCC2)C(c2ccccc2)c2cc(Br)ccc2N1 (stereo not drawn)
  nt, 1, -16, 16, 1, -2, 23, 2, -5, -13, 18
Cc1ccc(C(=O)N(c2ccccn2)C(C)c2ccco2)cc1C (stereo not drawn)
  -24, 23, 10, -33, 4, -6, -65, -5, -6, -40, -141
CCOC(=O)C1C(=O)OC(C)(C)C1C(C)C(=O)c1ccc(C)cc1 (stereo not drawn)
  2, 10, 2, -15, 1, -13, 17, -2, -16, 12, 2
N#Cc1ccc(-c2ccc(OCC(O)CN3CCOCC3)cc2)cc1 (stereo not drawn)
  12, 2, -2, -9, 0, -2, 10, 3, -17, -15, -17
CCc1nn(CC(=O)N2CCN(c3ccc(F)cc3)CC2)c(=O)c2cc3occc3n12
  7, -5, -4, 14, 0, -5, 3, 14, -1, -4, 14
Cc1ccc(S(=O)(=O)N2CCN(C(=O)c3cc4c(C)nn(-c5ccccc5C)c4s3)CC2)cc1
  -1, -1, 7, 13, -3, -7, 18, -6, 3, -13, 25
Cn1cc(C(=O)N2CCN(c3ccccc3)CC2)c(=O)c2cc(S(=O)(=O)N3CCCC3)ccc21
  -3, 7, 24, -3, 1, 4, 14, -8, -2, -7, 13
NC(c1csc(Nc2nncc3ccccc23)n1)C1CCCCC1 (stereo not drawn)
  nt, 20, 8, 13, nt, 24, 113*, -21, 9, 17, 68*
Cc1ccc(NC2=Nc3ccccc3N3C2=Nc2c(c(C)nn2-c2ccccc2)C3c2ccc(O)c(O)c2)cc1 (stereo not drawn)
  13, 40, -36, 34, nt, 10, 88*, 16, 24, -20, 15
Clc1cccc(Cc2c(-c3ccco3)nc3c4ccccc4ccn23)c1
  nt, 69*, nt, nt, nt, -12, nt, nt, 0, -110, -211
Cc1ccc(CNC(=O)C(C)OC(=O)c2cccs2)cc1 (stereo not drawn)
  3, -8, 9, 2, 1, -1, -3, 8, 7, 13, 1
O=C(C1=C[C@H](C2CCCCC2)C[C@H](OCCCCO)O1)N1CCN(Cc2ccccc2)CC1
  15, -3, 31, 3, 4, 13, 6, -7, -3, 1, 20
CC(C)(C)OC(=O)C[C@H]1C/C=C\C[C@H](CC(=O)N(CCO)Cc2ccccc2)C(=O)NC[C@H](c2ccccc2)OC1=O
  4, -1, -11, -1, nt, 5, -6, 15, -4, 5, 3
CC(=O)c1sc(NC(=O)c2ccc(F)c(S(=O)(=O)N3CCOCC3)c2)nc1C
  5, 18, 10, -10, 4, 6, 9, -9, -9, 9, -12
COc1cc(Nc2ccc(C(=O)O)cc2[N+](=O)[O-])cc(OC)c1
  -17, -1, 8, 6, -4, -5, 4, -23, -17, -12, 15
COc1cccc(C(=O)C(=O)c2cccc(OC)c2OC)c1OC
  17, 15, -18, 8, nt, -5, 9, 1, 11, -6, 17

Some of the compounds tested; rates above refer to the full screens.
